# Screens deposited in PubChem by Broad Institute.
# CAL PDZ FP-1: human CAL PDZ-peptide interaction inhibition. Q9HD26. purified CAL PDZ, TMR-peptide fluorescence polarization, 1 h. inhibition, % at 20 µM. actives 0.02% (n = 330,000). AID 504414;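 active = highest replicate inhibition of at least 40%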;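 also: plate controls were DMSO neutral control wells for no effect and unlabeled competitor peptide control wells for full effect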
#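 Test system: purified CerCALP PDZ construct; Compound dosing: one concentration, 20 µM compound; Also added: TMR-labelled reporter peptide T*-PRC34 bound in PDZ groove; Read-out: inhibition from polarization loss; Controls: unlabelled peptide and DMSO controls; Signal: FP readout, S and P plane fluorescence; Incubation: 1 h at RT.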
# dFosB act: mouse delta FosB homodimer activation. P13346. purified delta FosB, TAMRA-CDK5 oligo fluorescence polarization; percent of positive-control signal above neutral wells. activation, % at 25 µM. actives 0.99% (n = 340,000);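 active = mean activation above about 17%, with every replicate also reaching it, limit read from the data, passing the limit was not always enough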;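 also: fluorescence polarization rise as delta FosB binds a TAMRA Cdk5 AP-1 oligo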
# Target sequence (P13346 whole entry, looked up): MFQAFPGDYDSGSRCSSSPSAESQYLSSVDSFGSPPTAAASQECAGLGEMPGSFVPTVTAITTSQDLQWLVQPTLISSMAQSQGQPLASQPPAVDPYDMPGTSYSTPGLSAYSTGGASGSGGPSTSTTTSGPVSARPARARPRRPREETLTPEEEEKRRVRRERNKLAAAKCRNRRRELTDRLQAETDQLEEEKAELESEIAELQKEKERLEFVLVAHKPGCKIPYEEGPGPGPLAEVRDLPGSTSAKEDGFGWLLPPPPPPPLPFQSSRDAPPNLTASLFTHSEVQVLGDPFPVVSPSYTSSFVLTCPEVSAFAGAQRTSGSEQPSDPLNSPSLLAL
# NSD2 inh: blocks human histone methyltransferase NSD2; actives 0.54% (n = 310,000); AID 743445; inhibition, % at 12.5 µM; NSD2 peptide methylation, AlphaScreen, 120 min; in the data active = inhibition above about 50%
# SR-BI HDL uptake: blocks mouse SR-BI lipid uptake from DiI-HDL. ldlA[mSR-BI] CHO cells, DiI-HDL uptake fluorescence, 3 h. Q61009. inhibition, % at 12.5 µM. AID 488896. actives 0.96% (n = 320,000);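 active = mean replicate inhibition of at least 70% and a set share of replicates each scoring 70 or more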;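 also: 0% = median of neutral control wells and 100% = median of positive control wells; values of inactives mirror those of a sister screen read the other way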
# MITF act: increases MITF-driven TRPM1 promoter luciferase signal; SK-MEL-5 TRPM1-promoter luciferase, 24 h; % of positive control, neutral wells = 0; activation, % at 12.5 µM; actives 0.75% (n = 300,000);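 active = mean activation of at least 80% with every replicate also reaching 80%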;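 also: 0% = neutral control wells and 100% = parthenolide positive control wells; values of inactives mirror those of a sister screen read the other way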
# PvdQ inh: P. aeruginosa PvdQ acylase inhibition. actives 0.063% (n = 340,000). inhibition, % at 10 µM. purified PvdQ acylase, fluorescence plate reader; in the data active = inhibition above about 30%, passing the limit was not always enough;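 also: 0% = vehicle neutral wells and 100% = reference inhibitor wells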
# Rtt109 Vps75: inhibitors of Candida albicans Rtt109/Vps75 histone acetyltransferase; Q5AAJ8; inhibition, % at 34.9 µM; AID 540336; actives 0.16% (n = 330,000); purified Rtt109/Vps75, ThioGlo CoA-SH fluorescence, 4 h;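 active = inhibition of at least 50% in every replicate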
# Target sequence (Q5AAJ8 whole entry, looked up): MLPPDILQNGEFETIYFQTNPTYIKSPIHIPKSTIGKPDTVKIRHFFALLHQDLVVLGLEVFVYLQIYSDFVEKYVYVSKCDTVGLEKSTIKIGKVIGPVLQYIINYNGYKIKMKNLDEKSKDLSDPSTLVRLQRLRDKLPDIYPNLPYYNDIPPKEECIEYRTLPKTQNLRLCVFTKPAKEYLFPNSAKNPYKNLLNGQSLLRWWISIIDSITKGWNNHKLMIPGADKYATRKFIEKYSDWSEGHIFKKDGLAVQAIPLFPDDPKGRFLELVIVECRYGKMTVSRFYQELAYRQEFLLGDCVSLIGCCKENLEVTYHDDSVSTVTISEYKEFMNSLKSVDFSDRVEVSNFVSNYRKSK
# PfHsp90 set2: growth inhibition of yeast expressing Plasmodium Hsp90. S. cerevisiae expressing PfHsp90, BacTiter-Glo ATP, 48 h; yeast lacking PDR1 and PDR3 efflux regulators. inhibition, % at 9.4 µM. actives 0.32% (n = 310,000);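 active = every replicate shows inhibition above about 80%, whatever the replicate mean, limit read from the data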;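 also: 0% = DMSO neutral controls and 100% = 20 µM radicicol positive controls; yeast relying on Plasmodium falciparum Hsp90 in place of its own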
# CAL PDZ FP-2: inhibitors of human CAL PDZ peptide binding. purified CAL PDZ, TMR-peptide fluorescence polarization, 1 h. Q9HD26. inhibition, % at 24.9 µM. actives 0.92% (n = 300,000). AID 602252;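 active = mean inhibition of at least 30% with at least half of replicates also reaching 30%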;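 also: 0% = DMSO neutral control and 100% = excess unlabeled competitor peptide PRC23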
# SR-BI uptake up: enhances SR-BI lipid uptake from DiI-HDL; actives 0.096% (n = 320,000); activation, % at 12.5 µM; CHO ldlA[mSR-BI] cells, DiI-HDL uptake fluorescence, 3 h; 100 = double the neutral-control signal; AID 504775;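 active = mean replicate activation of at least 60% and every replicate at or above 60%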;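 also: 0% = median plate neutral-control signal and 100% = twice that signal; values of inactives mirror those of a sister screen read the other way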
#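 Assay system: LDL receptor-deficient CHO ldlA cells overexpressing murine SR-BI / Medium: BSA-supplemented, HEPES-buffered Ham's F12, pH 7.4 / Probe or stimulus: DiI-labelled HDL at 10 µg/mL final / Timing: compound with DiI-HDL co-incubation, 3 h at 37 °C / Technique: bottom-read cell fluorescence after medium removal, ex 550/em 595 nm / Measure: HDL uptake via cellular fluorescence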
# Numbers without * were called inactive; nt = no result given; & = joins results of further samples. The list is partial (hit frequency here may not be typical).
SMILES,CAL PDZ FP-1,dFosB act,NSD2 inh,SR-BI HDL uptake,MITF act,PvdQ inh,Rtt109 Vps75,PfHsp90 set2,CAL PDZ FP-2,SR-BI uptake up
O=C(O)C(O)C(O)C(O)C(O)C(=O)O (stereo not given) (tested in a mixture with another compound),0.8,1.4,nt,-13.9,1.5,4.5,12.2,-9.0,-5.4,13.9
O=C(O)/C=C/c1ccc(O)cc1,1.3,1.3,nt,-19.6,-7.2,5.8,-3.6,14.6,0.8,19.6
COc1cc2nc(N3CCN(C(=O)[C@H]4COc5ccccc5O4)CC3)nc(N)c2cc1OC,-1.8,-0.9,nt,-7.4,5.8,-11.4,6.8,-3.5,11.6,7.4
COc1ccc(CN2CCN(C(c3ccc(F)cc3)c3ccc(F)cc3)CC2)c(OC)c1OC,-0.4,0.4,nt,-5.3,-9.8,-8.3,-2.6,-10.9,-6.0,5.3
Cn1c(=O)c2c(ncn2CCO)n(C)c1=O,-0.9,-1.4,nt,-5.3,-7.0,-9.8,2.4,8.1,-5.9,6.7
O=C1Cc2c([nH]c3ccc([N+](=O)[O-])cc23)-c2ccccc2N1,-0.1,30.6*,nt,7.0,-10.5,-1.8,-9.7,22.0,-2.4,-7.0
O=c1ccn([C@H]2C[C@H](O)[C@@H](CO)O2)c(=O)[nH]1,0.1,6.6,nt,5.9,nt,-2.0,-4.6,22.4,-2.0,-5.9
COc1ccc2ccc(=O)oc2c1,1.1,-4.1,nt,-5.0,-9.6,-11.3,-4.2,12.0,-0.6,5.0
CC12CCC(=O)C=C1CCC1C2CCC2(C)C1CC[C@]2(O)C(=O)CO (stereo not given in full),-0.3,0.4,-10.4,-16.2,-10.8,-17.9,-4.2,-4.8,-4.2,16.2
C=C1c2cccc(O)c2C(O)=C2C(=O)[C@]3(O)C(O)=C(C(N)=O)C(=O)[C@@H](N(C)C)[C@@H]3[C@@H](O)[C@H]12,0.7,-9.7,nt,-17.9,-7.4,-10.7,-9.2,8.5,10.7,17.9
NC(N)=NC(=O)Cc1c(Cl)cccc1Cl,-1.7,-3.8,nt,-2.1,-6.9,4.4,2.8,27.9,-2.4,5.3
COc1c(O)cc2c(c1O)[C@@H]1OC(CO)C(O)C(O)[C@H]1OC2=O (stereo not given in full),-0.1,0.6,nt,-17.6,2.7,2.8,-4.3,8.4,-0.2,17.6
CNc1c2c(nn1C)CCCC2,0.6&-1.2,-6.3&3.7,0.7,-8.9&-9.8,4.9&3.0,-14.1&-11.5,3.1&2.0,-15.5&10.3,-3.4&-0.4,8.9&10.6
COc1ccc2nc(NC(=O)Nc3ccccc3)sc2c1,0.3,1.6,nt,41.7,68.0,-9.0,-4.0,-3.6,-3.5,-38.7
O=C(O)CNC(=O)c1ccccc1,-2.0,1.9,nt,4.3,-8.5,-6.9,-7.2,7.1,7.7,-4.3
Nc1ncnc2nc[nH]c12,0.5&-0.3&0.6,3.7&1.1&-1.4,nt,0.6&-4.8&-3.7,-1.4&12.0&5.8,3.2&-6.5&5.2,9.3&-13.0&-21.6,-24.9&-25.1&-51.4,3.9&-1.8&3.4,-0.6&4.8&3.7
CC1OC(CC(=O)O)CC2=C1C(=O)c1c(O)cccc1C2=O (stereo not given),0.6,-1.9,95.0*,-11.5,nt,-11.9,-2.4,106.0*,-4.8,11.5
CC(=O)Nc1ccccc1,0.8,4.4,nt,-9.1,5.6,-8.0,4.6,8.0,-0.7,9.1
COC(c1ccccc1)(c1ccccc1)C(Oc1nc(C)cc(C)n1)C(=O)O (stereo not given),-0.2,-0.6,-1.1,-7.1,-6.8,-9.4,3.8,-21.9,-2.7,7.1
COc1c(O)cc2c(c1O)[C@@H]1O[C@H](CO)[C@@H](O)[C@H](O)C1OC2=O (stereo not given in full),0.5,2.9,nt,-29.2,-6.8,-2.2,-6.4,-12.2,-3.1,29.2

# Sorted by value in dFosB act (falling): 3 of the compounds above.
smiles,dFosB act
O=C(O)C(O)C(O)C(O)C(O)C(=O)O (stereo not given) (tested in a mixture with another compound),1.4
COC(c1ccccc1)(c1ccccc1)C(Oc1nc(C)cc(C)n1)C(=O)O (stereo not given),-0.6
C=C1c2cccc(O)c2C(O)=C2C(=O)[C@]3(O)C(O)=C(C(N)=O)C(=O)[C@@H](N(C)C)[C@@H]3[C@@H](O)[C@H]12,-9.7

# Whole records from above. Values in the order: CAL PDZ FP-1	dFosB act	NSD2 inh	SR-BI HDL uptake	MITF act	PvdQ inh	Rtt109 Vps75	PfHsp90 set2	CAL PDZ FP-2	SR-BI uptake up
# COc1c(O)cc2c(c1O)[C@@H]1O[C@H](CO)[C@@H](O)[C@H](O)C1OC2=O (stereo not given in full) is entered as 0.5	2.9	nt	-29.2	-6.8	-2.2	-6.4	-12.2	-3.1	29.2
# O=C(O)CNC(=O)c1ccccc1 is entered as -2.0	1.9	nt	4.3	-8.5	-6.9	-7.2	7.1	7.7	-4.3
# CNc1c2c(nn1C)CCCC2 is entered as 0.6&-1.2	-6.3&3.7	0.7	-8.9&-9.8	4.9&3.0	-14.1&-11.5	3.1&2.0	-15.5&10.3	-3.4&-0.4	8.9&10.6
# COc1ccc2ccc(=O)oc2c1 is entered as 1.1	-4.1	nt	-5.0	-9.6	-11.3	-4.2	12.0	-0.6	5.0
# COc1ccc2nc(NC(=O)Nc3ccccc3)sc2c1 is entered as 0.3	1.6	nt	41.7	68.0	-9.0	-4.0	-3.6	-3.5	-38.7

# Structures above marked active in dFosB act:
compound	CAL PDZ FP-1	dFosB act	NSD2 inh	SR-BI HDL uptake	MITF act	PvdQ inh	Rtt109 Vps75	CAL PDZ FP-2	SR-BI uptake up
O=C1Cc2c([nH]c3ccc([N+](=O)[O-])cc23)-c2ccccc2N1	-0.1	30.6*	nt	7.0	-10.5	-1.8	-9.7	-2.4	-7.0
